# NOD2 inhibition – NOD2 signaling inhibitors, cell-based, luminescence, uHTS, HEK293 (AID 1566) | hit rate 0.63% among 290,000 | HEK293 NOD2/NF-kB luciferase reporter, luminescence; higher % means a stronger effect | one-dose inhibition, % at 4 µM; EC50 in µM for titrated hits; note: many of its hits are not listed in these tables
# NOD1 NF-kB reporter – NOD1 signaling inhibitors, primary screen, cell-based, luminescence, uHTS (AID 1578); one-dose inhibition, % at 4 µM; EC50 in µM for titrated hits; hit rate 1% among 290,000; NOD1-driven NF-kB luciferase reporter cells, luminescence; higher % means a stronger effect; in the data active = inhibition mostly above about 36%, no sharp cut-off; inactive = mostly below about 34%;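 note: HEK-293T reporter cells stimulated with the NOD1 agonist gamma-tri-DAP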
# HIV fusion peptide – inhibitors of HIV fusion peptide binding, primary screen, biochemical, uHTS, fluorescence dequenching (AID 1986). cell-free peptide binding, fluorescence dequenching, 30 min; higher % means a stronger effect. inhibition, % at 20 µM; hits with a dose series show IC50 in µM. hit rate 0.3% among 290,000; in the data active = inhibition mostly above about 52%, no sharp cut-off; inactive = mostly below about 76%; note: some results filed as inactive read as strong as hits
# Myeloid diff MLP – induction of myeloid progenitor differentiation, primary screen, cell-based, flow cytometry, MLPCN library | ER-HoxA9 myeloid progenitors, lysozyme-GFP differentiation | AID 624256, 2012 | calls only at 10 µM | hit rate 1% among 360,000;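 active = normalized GFP-positive differentiation at or above the plate's own cutoff, the solvent-only control mean plus 3 SD; inconclusive = no clear call, values can overlap the other calls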;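 note: cells exposed to compound for four days before flow analysis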
# SIAH1 antagonists – Siah-1 peptide-binding antagonists, primary screen, biochemical, fluorescence polarization, rhodamine-plectin, uHTS (AID 1817); Siah-1 / rhodamine-plectin peptide fluorescence polarization; higher % means a stronger effect; displacement, % at 20 µM; hits with a dose series show IC50 in µM; hit rate 0.02% among 290,000;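 active = displacement of at least 50% at 20 µM, with a fluorescence ratio check between 0.3 and a set limit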;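 note: plate controls were Siah plus tracer with DMSO for no effect and tracer alone without Siah for full effect; strong numbers were not always called active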
# KOR beta-arrestin-1 – KOR antagonists, beta-arrestin recruitment, cell-based, luminescence, uHTS (AID 1778); KOR beta-arrestin recruitment, luminescence, antagonist mode; higher % means a stronger effect; inhibition, % at 10 µM; hits with a dose series show IC50 in µM; hit rate 0.091% among 290,000; note: strong numbers were not always called active
# PhoP inhibition – inhibitors of PhoP regulon expression, primary screen, Salmonella Typhimurium, GFP reporter (AID 1863); S. Typhimurium PhoP-regulated promoter GFP reporter, 4 h; higher % means a stronger effect; inhibition, % at 50 µM; hits with a dose series show IC50 in µM; hit rate 0.16% among 300,000;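 active = inhibition over 29.93%, a cutoff 3 SD above the screen mean, later confirmed by dose response; inconclusive = inhibition over 29.93% but no dose response follow-up; inactive = inhibition at most 29.93% or unconfirmed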;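 note: 0% = low Mg2+ inducing control and 100% = high Mg2+ repressing control; strong numbers were not always called active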
# LYP phosphatase – inhibitors of LYP phosphatase, biochemical, fluorescence intensity, uHTS (AID 1779); recombinant LYP phosphatase, fluorescence intensity; higher % means a stronger effect; hit rate 0.054% among 290,000; Tyrosine-protein phosphatase non-receptor type 22 (Homo sapiens); one-dose inhibition, % at 11.5 µM; IC50 in µM for titrated hits;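 note: plate controls were vehicle with enzyme for no effect and no enzyme for full effect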
# KOR beta-arrestin-2 – KOR agonists, beta-arrestin recruitment, primary screen, cell-based, luminescence, uHTS (AID 1777) | hit rate 0.02% among 280,000 | KOR beta-arrestin recruitment, luminescence; higher % means a stronger effect | activation, % at 10 µM, or EC50 in µM where a hit was titrated | Kappa-type opioid receptor (Homo sapiens); in the data active = activation above about 50%, passing the limit was not always enough; note: a part of the inactive calls stands beside numbers as strong as those of hits
# Myeloid diff MLP GFP+ MAC1+ % – second read-out of Myeloid diff MLP, no call of its own (marks repeat the call); GFP+ MAC1+ double positive, %; measured here: differentiation confirmed by MAC1 staining
# Numbers without * were called inactive; i = inactive; ? = inconclusive; . = no result given; [ ] = another dose, or the depositor's remark. Cut-off read from the data, not from the text of the source, unless noted: active = inhibition above about 50%; inactive = the rest. An excerpt, so the mix of outcomes need not match the whole.
# Every second line gives: NOD2 inhibition, NOD1 NF-kB reporter, HIV fusion peptide, Myeloid diff MLP, Myeloid diff MLP GFP+ MAC1+ %, SIAH1 antagonists, KOR beta-arrestin-1, PhoP inhibition, LYP phosphatase, KOR beta-arrestin-2
COc1ccc(N2CC(C(=O)Nc3cccc(C)n3)CC2=O)cc1 (stereo not drawn)
  -5%, -28%, -0.8%, i, 0.7, -2%, 15%, -2%, -6%, -5.1%
NC(=O)c1cccnc1Nc1cccc(F)c1
  -8%, -13%, 2.2%, i, 0.5, 1%, -3%, 0%, -6%, 1.5%
CCOc1cc2c(cc1OC)C(NC(=O)C(F)(F)F)CC2=O (stereo not drawn)
  -8%, -20%, 0.8%, i, 1.9, -1%, -11%, 1%, 3%, -3.4%
CC1(C)CC(=O)C2=C(C1)c1c(ccc3ncccc13)NC2c1cccs1 (stereo not drawn)
  -17%, -18%, 7.1%, ?, ., 3%, -20%, 0%, 1%, 2.3%
O=C(CSc1nnc(-c2ccncc2)o1)N1CCCC1
  -9%, -39%, 0.8%, i, 0.6, 7%, 0%, 4%, 1%, 0.5%
O=C(NCCc1cn2ccsc2n1)C1CCCCC1
  -4%, -34%, -2.6%, i, 1.4, 1%, 13%, -2%, 1%, -4.2%
CCN(CC)S(=O)(=O)c1ccc(NC(=S)Nc2ccc(F)cc2)cc1
  -3%, -7%, -0.5%, i, 0.4, 5%, 15%, -4%, -5%, -2.0%
Cc1coc(C)c1C(=O)Nc1ccc2ccccc2c1
  -62%, -78%, 0.5%, i, 1.7, 2%, -13%, ., -9%, -5.4%
O=C(CCCN1C(=O)/C(=C/c2ccccc2Cl)SC1=S)NNC(=O)c1ccc(Cl)cc1Cl
  43%, 11%, -0.5%, i, 2.0, -6%, 4%, -2%, 2%, 15%
O=C(CSc1nnc(NC(=O)c2ccccc2F)s1)NC1CC1
  1%, -28%, 0.6%, i, 0.5, 8%, -1%, -5%, -10%, -2.2%
c1coc(-c2nc3nc4ccccc4n3nc2-c2ccco2)c1
  9%, -31%, 25%, i, 0.5, 4%, -3%, 10%, 3%, 0.7%
O=C(CNC(=O)c1ccc(N2C(=O)c3ccccc3C2=O)cc1)OCC(=O)c1ccc(Cl)cc1
  19%, -10%, 0.5%, ?, ., 8%, -25%, -2%, -3%, -0.6%
CCN(CC(=O)NC(c1ccccc1)c1ccccc1)Cc1nc2ccccc2c(=O)[nH]1
  -15%, 6%, -2.3%, i, 1.3, -6%, 2%, 0%, -5%, -2.5%
Cc1ccc2c(c1)NCC(C(=O)NC1CCCCC1)O2 (stereo not drawn)
  10%, 48%, 1.1%, i, 5.1, 0%, -19%, -3%, -7%, 0.0%
C/C(=N\NC(=O)CN(c1ccccc1)S(=O)(=O)c1ccccc1[N+](=O)[O-])C(C)(C)C
  10%, -18%, -2.3%, i, 1.1, 5%, 12%, 15%, -5%, -4.8%
Cc1nonc1-c1ccc2c(c1)OCO2
  13%, -3%, 0.5%, i, 0.6, -3%, 0%, -5%, 1%, 4.2%
COc1nc(NCCc2ccc(OC)c(OC)c2)nc(OC)n1
  -13%, -6%, 1.3%, i, 0.7, 3%, 4%, -4%, 5%, 1.1%
O=c1c2ccccc2c2ccccc2c(=O)n1Cc1ccco1
  -5%, -16%, -1.3%, i, 0.2, 0%, -9%, -9%, -1%, -9.6%
CC1=C(C(=O)Nc2cccc([N+](=O)[O-])c2)C2(CCC(C)CC2)OC1=O (stereo not drawn)
  -14%, 14%, 0.3%, i, 0.5, -8%, -19%, -3%, -4%, 5.6%
Cn1c(=O)c([N+](=O)[O-])c(NCCCn2ccnc2)c2ccccc21
  4%, -7%, 1.0%, i, 0.5, 4%, 1%, -7%, -1%, 2.3%
Brc1ccc(-c2csc(/N=C/N3CCCC3)n2)cc1
  -20%, -4%, -1.4%, i, 0.2, -3%, 5%, 6%, -1%, -2.3%
COc1ccc(NC(=O)CSc2nc3c(c(=O)n(C)c(=O)n3C)n2C)c(OC)c1
  1%, 7%, -1.1%, i, 1.0, -2%, -12%, 2%, -8%, 2.8%
CCN1C(=O)c2cccc3c(S(=O)(=O)Nc4nc(C)cs4)ccc1c23
  -35%, -26%, -1.3%, i, 0.2, 5%, 0%, 12%, -7%, -1.9%
CCNC(=S)N(CCCN(C)C)Cc1cc2cc3c(cc2[nH]c1=O)OCCO3
  12%, -30%, 1.3%, i, 0.7, 3%, -30%[20 µM], -7%, -12%, -0.1%
O=C(O)c1ccccc1C(=O)Nc1nc(-c2ccccc2)cs1
  4%, -23%, 1.8%, i, 0.3, 10%, 20%, -1%, -8%, -1.1%
O=C(NC(NC(=S)Nc1ccc(Cl)cc1)C(Cl)(Cl)Cl)c1ccco1 (stereo not drawn)
  -16%, 2%, 1.9%, i, 0.8, 5%, 47%, 44%, 2%, 1.9%
Cc1oc(-c2cc(F)cc(F)c2)nc1CN1CCSCC1
  7%, -24%, -1.0%, i, 0.7, 1%, -48%[20 µM], -3%, -4%, -1.9%
CC(C)CC(COCc1ccc(Cl)cc1)N1CCN(C(=O)c2ccc(Cl)cc2Cl)CCC1=O (stereo not drawn)
  24%, 59%, -0.8%, i, 1.3, -8%, -59%, -4%, 6%, 2.4%
C=CCNC(=S)Nc1cccc2[nH]ncc12
  4%, -14%, -1.5%, i, 0.6, 5%, -8%, -6%, -14%, 3.7%
Cc1nc(SCC(=O)c2cccs2)c2oc3ccccc3c2n1
  -19%, -54%, 4.0%, i, 0.8, -2%, -22%, -19%, -2%, 13%
CC(CP(=O)(O)O)NC(=O)Cc1ccccc1 (stereo not drawn)
  11%, 3%, -1.0%, i, 0.2, 0%, 4%, 4%, -7%, 1.6%
COc1cc(/C=C(\C#N)c2nc3ccc(C)cc3[nH]2)cc([N+](=O)[O-])c1O
  -234%, -54%, 19µM*, i, 0.6, 17%, -41%[20 µM], 5%, 1%, -8.9%
Cc1cc(OCC(=O)NCCCN2CCOCC2)c2c(C)cc(=O)oc2c1
  14%, -5%, -0.3%, i, 0.9, 10%, -28%, -5%, -14%, -2.7%
CCc1ccc(NC(=O)C2=CC(c3ccc(OC)c(OC)c3)=NS(=O)(=O)N2C)cc1
  38%, 21%, -1.5%, i, 2.8, -5%, -13%[20 µM], ., -3%, 0.3%
CN(C)S(=O)(=O)NCCNC(=O)c1cc(OCC(F)(F)F)ccc1OCC(F)(F)F
  22%, -13%, -0.3%, i, 0.3, 0%, 2%, 0%, -5%, -4.2%
C/C(=C\C(=O)c1ccc(F)cc1)Nc1ccc(N2CCOCC2)cc1
  -3%, -24%, -1.1%, i, 0.3, 9%, 26%, 4%, 4%, -2.7%
COc1ccc(Cl)cc1S(=O)(=O)N1CCN(CC(=O)C(C)(C)C)CC1
  8%, -12%, 0.0%, i, 1.0, 2%, -194%, 5%, -4%, -3.9%
Cc1noc(C)c1S(=O)(=O)N(CC(=O)N1CCCCCC1)c1ccc(C(C)C)cc1
  -23%, 6%, -2.1%, i, 2.1, -1%, 36%, 5%, 5%, -3.4%
COc1ccc(C(=O)Cc2ccccc2)cc1OC
  -6%, -34%, 2.4%, i, 2.3, 3%, -16%, 0%, 3%, -0.1%
COc1ccc(CC(NC(C)=O)C(=O)NC2CCN(S(=O)(=O)c3ccc(NC(C)=O)cc3)CC2)cc1OC (stereo not drawn)
  1%, 6%, -2.3%, i, 0.2, -1%, -21%[20 µM], 3%, -8%, .
Cc1ccc(NCc2nnc(SCC(N)=O)n2CC2CCCO2)c(C)c1 (stereo not drawn)
  9%, -12%, 4.2%, i, 0.6, -2%, -2%, -10%, -2%, 0.6%
O=C(Nc1ccc2nc3n(c(=O)c2c1)CCCC3)c1cccc(F)c1
  -3%, 0%, -0.8%, i, 0.1, 4%, -26%, -2%, -2%, 0.1%
CC(NC(=O)C(=O)N/N=C\c1cccc([N+](=O)[O-])c1)c1ccccc1 (stereo not drawn)
  1%, -8%, -0.8%, i, 0.3, -5%, -22%[20 µM], 3%, -6%, 0.2%
CC(C)C(c1nnnn1CCc1ccccc1)N1CCC(C(N)=O)CC1 (stereo not drawn)
  8%, -23%, 0.7%, i, 0.4, 0%, 5%[20 µM], -6%, -5%, .
CCC(C)NC(=O)C1CCCN(C(=O)NC2CCCCC2)C1 (stereo not drawn)
  1%, 24%, 1.1%, i, 1.4, 7%, -12%, 12%, -6%, 0.0%
Cc1ccccc1CC(=O)N1CCCC(CNC(=O)c2ccc(F)cc2)C1 (stereo not drawn)
  5%, 4%, 1.9%, i, 0.2, -1%, -2%, 1%, -5%, -1.3%
COc1cccc(CNc2ccc(S(N)(=O)=O)cc2)c1OCc1ccccc1F
  16%, -23%, -1.9%, i, 1.0, 23%, -13%, 10%, -5%, 1.6%
Nc1c(-c2ccc(Cl)cc2)cnn1-c1cc(C(F)(F)F)cc(C(F)(F)F)c1
  27%, -2%, 1.8%, i, 1.0, 3%, -6%, -17%, -4%, -5.0%
CCOC(=O)N1CCN(S(=O)(=O)c2ccc(OCC(=O)OC)c(C)c2)CC1
  0%, -16%, 1.2%, i, 1.6, 2%, -24%, -7%, 1%, 1.2%
CC(=O)c1ccc(NC(=O)C(C)N(C)CC(=O)Nc2ccc(N3CCOCC3)cc2)cc1 (stereo not drawn)
  1%, -16%, -3.5%, i, 0.3, -4%, -3%, -4%, -5%, -3.3%

# In the list so far, these contain a tert-butyl group:
# Every second line gives: NOD2 inhibition, NOD1 NF-kB reporter, HIV fusion peptide, Myeloid diff MLP, Myeloid diff MLP GFP+ MAC1+ %, SIAH1 antagonists, KOR beta-arrestin-1, PhoP inhibition, LYP phosphatase, KOR beta-arrestin-2
C/C(=N\NC(=O)CN(c1ccccc1)S(=O)(=O)c1ccccc1[N+](=O)[O-])C(C)(C)C
  10%, -18%, -2.3%, i, 1.1, 5%, 12%, 15%, -5%, -4.8%
COc1ccc(Cl)cc1S(=O)(=O)N1CCN(CC(=O)C(C)(C)C)CC1
  8%, -12%, 0.0%, i, 1.0, 2%, -194%, 5%, -4%, -3.9%

# Continued.
# Every second line gives: NOD2 inhibition, NOD1 NF-kB reporter, HIV fusion peptide, Myeloid diff MLP, Myeloid diff MLP GFP+ MAC1+ %, SIAH1 antagonists, KOR beta-arrestin-1, PhoP inhibition, LYP phosphatase, KOR beta-arrestin-2
CCOc1ccc(OCC)c(NC(=O)C2C3C=CC(O3)C2C(=O)NCc2ccco2)c1 (stereo not drawn)
  6%, 11%, 0.3%, i, 2.1, -5%, -36%, -8%, -4%, -2.9%
NC(=O)c1ccc(NC(=O)CNC(c2ccccc2)c2ccccc2)cc1
  20%, -8%, 1.0%, i, 0.4, 2%, 5%, 4%, -12%, -0.5%
O=C(c1ccc(NS(=O)(=O)c2ccc(F)cc2)cc1)N1CCN(c2ccccc2O)CC1
  -4%, -17%, 0.0%, i, 1.3, 7%, 3%, 3%, -6%, 3.7%
FC(F)(F)c1nnc2sc(-c3cccs3)nn12
  2%, -13%, 0.1%, i, 0.7, 3%, -4%, -10%, -1%, -1.7%
CCOC(=O)C1=C(C)NC(C)=C(C(=O)OCC)C1c1ccc(OC)cc1
  23%, 15%, -0.8%, i, 0.5, -3%, -5%, 3%, -7%, -2.1%

# From PubChem
